# Apoferritin bind: binds horse apoferritin like a general anesthetic | Potency, µM (series often up to 77.5 µM), for inactives: at the top dose activity change, negative = displacement, most hits filed as inhibitors | AID 485281 | P02791 | actives 0.074% (n = 350,000) | apoferritin/1-aminoanthracene competitive binding, fluorescence; further: on the % scale 0 is the no-effect control and ±100 the full control effect; nearly all actives have a fitted effect of over 20% in size
#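 Horse-spleen apoferritin (10 uM) in 50% saturated 1-aminoanthracene in PBS was incubated 10 min at room temperature with compound. Fluorescence (ex 380, em 535 nm) was normalized to free and bound 1-AMA, with concentration-response fitted by a four-parameter Hill equation.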
# POLK inh: inhibitors of human DNA polymerase kappa; Potency, µM (highest dose often 107 µM), for the others: at the highest dose activity, negative = inhibition, hits mostly inhibitors; actives 0.53% (n = 400,000); purified Pol kappa, fluorescent DNA synthesis assay, 10 min; further: on the % scale 0 is the no-effect control and ±100 the full control effect
#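 Readout: fluorescence, taken kinetically at 0 and 10 min. Conditions: 10 nM Pol kappa, 15 min RT compound preincubation, 50 nM substrate final. Controls: enzyme-free buffer wells.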
# APEX1 inh: APE1 (human) endonuclease inhibition | recombinant APE1, TAMRA/BHQ-2 abasic DNA cleavage fluorescence | Potency, µM (doses to about 65.8 µM), for inactives: top-dose activity change, negative = inhibition, most hits filed as inhibitors | actives 0.35% (n = 350,000) | AID 2517;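 further: plate controls were vehicle for no effect and reference inhibitor for full effect; nearly all actives have a fitted effect of over 55% in size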
#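 Substrate: short duplex with […] THF abasic site, 5'-TAMRA and 3'-BHQ-2, 50 nM final. APE1 at 0.75 nM, preincubated 15 min RT with compound. Fluorescence increase from first to third read measured activity.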
# Pol eta inh: DNA polymerase eta (human) inhibition | recombinant Pol eta, fluorescent DNA replication assay | Potency, µM (titrated, usually from 114 µM), for the others: at the highest dose activity change, negative = inhibition, actives largely listed as inhibitors | actives 1.2% (n = 390,000) | AID 588591; further: on the % scale 0 is the no-effect control and ±100 the full control effect
#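 Pol eta (10 nM) was preincubated with compounds for 15 min at room temperature, after which fluorescent replication substrate (50 nM final) was added to start the reaction. Fluorescence was read kinetically at 0 and 10 min.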
# BAZ2B inh: inhibitors of human BAZ2B bromodomain; Q9UIF8; AlphaScreen BAZ2B-H3K14Ac peptide displacement; Potency, µM (top dose mostly 114 µM), without a hit: at the highest dose activity change, negative = inhibition, usual class: inhibitors; actives 4.4% (n = 360,000); further: on the % scale 0 is the no-effect control and ±100 the full control effect; nearly all actives have a fitted effect of over 60% in size
#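 AlphaScreen luminescence quantifies BAZ2B engagement of H3K14Ac peptide; the protein and biotinylated peptide are both at 50 nM final, buffer PBS pH 7.4 with 0.01% Tween-20, all steps at room temperature.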
# Pol iota inh: blocks human DNA polymerase iota activity. Q9UNA4. Pol iota fluorescent replication assay, 10 min. Potency, µM (titrated, usually from 115 µM), without a hit: top-dose activity, negative = inhibition, most hits filed as inhibitors. actives 1% (n = 390,000)
#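 Pol iota at 10 nM preincubated 15 min with compounds at room temperature; reaction started with fluorescent substrate, 50 nM final. Fluorescence read kinetically at 0 and 10 min; buffer-only wells as negative control.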
# G9a block: inhibitors of human histone lysine methyltransferase G9a; Potency, µM (doses to about 102 µM), without a hit: at the top dose activity, negative = inhibition, usual class: inhibitors; Q96KQ7; G9a H3K9 monomethylation, AlphaScreen, 2 h; actives 8.8% (n = 350,000); AID 504332; further: on the % scale 0 is the no-effect control and ±100 the full control effect; nearly all actives have a fitted effect of over 75% in size
#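 Quantitative HTS format: methyltransferase activity on a biotin-tagged H3K9 peptide is measured by AlphaScreen, using a rabbit anti-monomethyl-H3K9 antibody with streptavidin donor and anti-IgG acceptor beads. Final levels are 20 nM enzyme, 500 nM peptide, 20 uM SAM; 2 h RT.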
# Pol beta inh: DNA polymerase beta (human) inhibition | P06746 | Pol beta primer extension/strand displacement, fluorescence kinetic | Potency, µM (doses to about 114 µM), for the others: at the top dose activity change, negative = inhibition, usual class: inhibitors | actives 1.3% (n = 340,000) | AID 485314; further: on the % scale 0 is the no-effect control and ±100 the full control effect
#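 Human Pol beta at 10 nM; strand-displacement substrate 50 nM final. Compound exposure 15 min at room temperature before start, reaction 10 min at room temperature.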
# BLM inh: blocks DNA unwinding by human BLM helicase | P54132 | recombinant BLM DNA unwinding, fluorescence dequenching | Potency, µM (highest dose often 56.1 µM), without a hit: at the top dose activity change, negative = inhibition, usual class: inhibitors | actives 0.2% (n = 350,000) | AID 2528;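 further: plate controls were vehicle for no effect and no enzyme for full effect; nearly all actives have a fitted effect of over 35% in size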
# * = called active by the depositor; ? = inconclusive; nt = not tested or not shown; & = joins results of further samples; [ ] = dose if it differs, or a comment. The call rests on the fitted dose curve; in most records, active means well fitted curve in the direction sought with a large enough effect; inconclusive means small, poorly fitted or top-dose-only effect, or another doubt; inactive means no such curve, though single readings can be large; an effect the other way counts as inactive or inconclusive. Potency means the concentration at half of the fitted maximal effect. Some of the compounds tested; the hit share may differ from the screen's.
No.	Molecule	Apoferritin bind	POLK inh	APEX1 inh	Pol eta inh	BAZ2B inh	Pol iota inh	G9a block	Pol beta inh	BLM inh
1	O=C1NC(c2ccc(Cl)cc2)=COc2ccccc21	-1%	3%	-2%	-7%	1%	76%[activator]	22%	-2%	-7%
2	CCC(C)(C(=O)NC1CCCC1)N(C(=O)CNC(=O)c1ccccc1)c1c(C)n(C)n(-c2ccccc2)c1=O (configuration not stated)	-4%	-6%	9%	-5%	-13%	3%	-46%[59 µM]	7%	-6%
3	Cc1cc(C(=O)O)ccc1NCc1cccnc1	-1%	-5%	1%	-22%	-12%	84%[activator]	nt	5%	1%
4	O=C(CN1CCC(O)(c2ccccc2F)CC1)NCCc1c[nH]c2ccccc12	-15%	-7%	-5%	-8%	-36%	-12%	30%[2.33 µM]	2%	3%
5	Cn1c(SCC(=O)N/N=C/c2ccccn2)nnc1-c1ccccc1	-13%	-6%	0%	0%	-22%	48%[activator]	-28%	26%	2%
6	COC(=O)c1c(NC(=O)C2CCCCC2)sc2c1CC(C)(C)NC2(C)C	-20%	2%	11%	-3%	-33%	17%	?	2%	1%
7	Cc1ccc(CNC(=O)CNC(=O)[C@@H]2Cc3ccccc3CN2)cc1	0%	-2%	6%	13%	?	10%	?	29%	-2%
8	CCN1C(=O)[C@H]2[C@@H](c3ccc(-c4cccc(Cl)c4)cc3)N[C@@](Cc3ccccc3)(C(=O)OC)[C@H]2C1=O	nt	-6%	-18%	-7%	-5%	5%	-9%[2.33 µM]	nt	nt
9	O=[N+]([O-])c1ccc(Cl)c2c1C1C=CCC1C(c1ccccn1)N2 (configuration not stated)	-19%	?	-11%	50µM*	45µM*	?	20µM*	35µM*	-28%
10	Nc1nnc(SCC(=O)Nc2ccc3c(c2)OCCO3)s1	-15%	-3%	4%	12%	8%	1%	7%	9%	1%
11	Cc1ccc(N=CC2=C(O)CC(c3ccc(Cl)cc3)CC2=O)cc1 (configuration not stated)	4%	-2%	1%	6%	-20%	12%	-3%[59 µM]	8%	-1%
12	O=C(c1ccco1)c1cn(CCOc2ccc(Cl)cc2)c2ccccc12	-5%	-5%	nt	-6%	2%	22%	-2%[59 µM]	-1%	-5%
13	O=C(N/N=C/c1ccc(Cl)cc1)c1cc(-c2cccnc2)nc2ccccc12	-2%	0%	15%	-10%	1%	78%[activator]	-1%	-13%	3%
14	CN(Cc1ccccc1)C(=S)Nc1cccnc1	3%	0%	-4%	-17%	-22%	126%[activator]	-6%	-14%	-1%
15	Nc1ccc(C(=O)NCCCSc2ccccc2)cc1[N+](=O)[O-]	1%	-17%	10%[12.4 µM]	-16%	-39%	12%	3%[59 µM]	27%	-4%
16	Cc1cc(C)c(NC(=O)COC(=O)C23CC4CC(CC(O)(C4)C2)C3)c(Cl)c1	nt	-5%	47%[activator]	-7%	nt	44%[activator]	nt	nt	nt
17	C=C1CCN([C@H](C(=O)NCc2ccc(Cl)cc2)C(C)C)S(=O)(=O)c2ccccc21	-3%	2%	1%	-24%	0%	-8%	37%[59 µM]	0%	-7%
18	COC(=O)CN(c1cccc(C)c1)S(=O)(=O)c1ccccc1	-6%	-7%	45%[activator]	-20%	-19%	35%[activator]	79%[activator]	6%	-2%
19	COC(=O)C(CCSC)NC(=O)c1cc2c(n(-c3ccccc3)c1=O)CCCC2=O (configuration not stated)	-17%	-15%	9%	-26%	-26%	1%	-5%	-15%	-12%
20	CC(C)CN1CCc2nc(N3CCN(C)CC3)ncc2C1	-5%	-6%[60.1 µM]	nt	-12%	?	-10%	-3%[12.7 µM]	-1%	-3%
21	O=C(NCc1ccccc1Cl)c1ccc(Nc2nc3ccccc3n3nnnc23)cc1	2%	6%	nt	-15%	0%	18%	7%[59 µM]	-1%	-1%
22	Cc1ccc(C(=O)Nc2sc3c(c2C(=O)O)CCCCC3)o1	-6%	-7%	-5%	6%	-9%	?	3%[59 µM]	2%	-7%
23	O=C(Nc1ccccc1)Nc1ccc(S(=O)(=O)N2CCCCC2)cc1	-14%	-9%	15%	-16%	5%	10%	14%[12.7 µM]	-3%	-11%
24	C/C(CC(=O)Nc1ccc(N(C)C)cc1)=N\NC(=O)c1ccccn1	?	-22%	0%	?	56µM*	11%	50µM*	3%	-4%
25	N#CC1=C(c2ccc(-c3ccccc3)cc2)COC1=O	?	-21%	-3%	89µM*	-26%	?	11µM*	?	-11%
26	CC(c1nnc(SCC(=O)Nc2ccc3[nH]c(=O)[nH]c3c2)n1Cc1ccccc1)N(C)C (configuration not stated)	-5%	-17%	0%	1%	-11%	28%	15%[59 µM]	0%	-2%
27	Cc1cc(S(=O)(=O)NCC(c2ccco2)S(=O)(=O)c2cccs2)ccc1F (configuration not stated)	5%	-8%[60.1 µM]	nt	-14%	-11%	?	-4%[59 µM]	1%	-2%
28	CC(=O)NC1C(OC2OC(CC(O)C3OC([N+]4=CCC(=O)NC4=O)C(O)C3O)C(O)C(O)C2NC(=O)/C=C/CCCCCCCCC(C)C)OC(CO)C(O)C1O (configuration not stated)	-19%	6%[19.4 µM]	-3%	nt	nt	nt	12%[59 µM]	nt	nt
29	NS(=O)(=O)c1ccc(NC(=S)Nc2ccc(Br)c(Cl)c2)cc1	?	-3%	8%	-21%	-6%	43%[activator]	?	-2%	-9%
30	CCn1ccc2cc(S(=O)(=O)N3CCCN(C(=O)Nc4ccc(C)c(F)c4)CC3)ccc21	50%[activator]	-5%[60.1 µM]	nt	-11%	-16%	-3%	-1%[59 µM]	-12%	-4%
31	N#Cc1cn(Cc2cccc(Cl)c2)c2ccccc12	1%	-23%	-3%	-16%	4%	10%	-3%[12.7 µM]	-4%	-12%
32	CN(C(=O)c1cncc(Br)c1)C1C2CC3CC(C2)CC1C3 (configuration not stated)	?	-4%	15%	-18%	16%	160%[activator]	nt	9%	-12%
33	O=C1C2C3C=CC(C2C(=O)N1c1nccs1)C1C(=O)N(c2nccs2)C(=O)C31 (configuration not stated)	-2%	-4%	?	-24%	nt	16%	-33%	11%	-2%
34	CC(C)C[C@@H]1NC(=O)[C@H](Cc2ccc(O)cc2)NC(=O)[C@H](CCC(N)=O)NC(=O)c2cc([N+](=O)[O-])cc(I)c2NCC[C@@H](C(N)=O)NC1=O	-9%	nt	20%	nt	50µM*	nt	7.1µM*	6%	-4%
35	Cc1nnc(SCC(=O)N(CC(C)C)C2CCS(=O)(=O)C2)s1 (configuration not stated)	nt	-16%	7%	-16%	7%	4%	?	nt	nt
36	O=C(/C=C/c1cccc([N+](=O)[O-])c1)c1ccc2c(c1)OCCO2	-20%	-6%	2%	?	-36%	-19%	-8%[59 µM]	-8%	-1%
37	CCOC(=O)CNC(=O)N1CCc2ccc(NC(=O)c3ccccc3Cl)cc2C1	-1%	14%	-40%	-7%	1%	52%[activator]	nt	19%	0%
38	CNC(=S)Nc1cccc(S(=O)(=O)NCc2ccco2)c1	nt	-9%	19%	-15%	nt	16%	nt	nt	nt
39	CSCCC(NC(=O)c1ccccc1Cl)C(=O)NCCc1ccccn1 (configuration not stated)	nt	-11%	-7%	-18%	nt	25%	nt	nt	nt
40	O=C(NCCCCNC(=O)c1ccccc1F)c1ccccc1F	1%	-6%	-1%	0%	-2%	23%	30%	-10%	-2%
41	COC(=O)[C@@H]1C[C@@H]2CC[C@@H](O)C[C@@H]2N1Cc1ccc(Cl)cc1	-3%&-9%	7%	-4%&1%	-23%	-19%	42%[activator]	-37%[59 µM]	1%	1%&-3%
42	CCOC(=O)Cc1ccc(NC(=O)Nc2ccccc2OCc2cc(=O)n3ccccc3n2)cc1	1%	-8%[60.1 µM]	nt	-20%	8%	18%	-1%[59 µM]	-22%	-15%
43	COc1ccc(Cl)cc1NC(=O)CN(C)C(=O)c1cn(-c2ccccc2)nc1-c1cccnc1	nt	-12%	-2%	-4%	-9%	-2%	?	nt	nt
44	CCN(CC(=O)Nc1c(F)cccc1F)C(=O)c1ccccc1F	2%	-17%	4%	-4%	4%	1%	-1%	-21%	0%

# Gathered by group: the entries above with two or more sulfur atoms
No.	Molecule	Apoferritin bind	POLK inh	APEX1 inh	Pol eta inh	BAZ2B inh	Pol iota inh	G9a block	Pol beta inh	BLM inh
10	Nc1nnc(SCC(=O)Nc2ccc3c(c2)OCCO3)s1	-15%	-3%	4%	12%	8%	1%	7%	9%	1%
27	Cc1cc(S(=O)(=O)NCC(c2ccco2)S(=O)(=O)c2cccs2)ccc1F (configuration not stated)	5%	-8%[60.1 µM]	nt	-14%	-11%	?	-4%[59 µM]	1%	-2%
29	NS(=O)(=O)c1ccc(NC(=S)Nc2ccc(Br)c(Cl)c2)cc1	?	-3%	8%	-21%	-6%	43%[activator]	?	-2%	-9%
33	O=C1C2C3C=CC(C2C(=O)N1c1nccs1)C1C(=O)N(c2nccs2)C(=O)C31 (configuration not stated)	-2%	-4%	?	-24%	nt	16%	-33%	11%	-2%
35	Cc1nnc(SCC(=O)N(CC(C)C)C2CCS(=O)(=O)C2)s1 (configuration not stated)	nt	-16%	7%	-16%	7%	4%	?	nt	nt
38	CNC(=S)Nc1cccc(S(=O)(=O)NCc2ccco2)c1	nt	-9%	19%	-15%	nt	16%	nt	nt	nt

# High-throughput results as filed in PubChem BioAssay.
